# Screening data from PubChem.
# mcGAS RapidFire: blocks mouse cGAS cGAMP production; recombinant mouse cGAS, cGAMP by RapidFire MS; inhibition, % at 12.5 µM; hit rate 0.18% among 130,000;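 active = inhibition of cGAS enzyme activity at or above 60%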;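 note: enzyme stimulated by 45 bp dsDNA with ATP and GTP substrates; cGAMP share of summed cGAMP plus half ATP and half GTP signals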
# Target sequence (Q8C6L5 whole entry, looked up): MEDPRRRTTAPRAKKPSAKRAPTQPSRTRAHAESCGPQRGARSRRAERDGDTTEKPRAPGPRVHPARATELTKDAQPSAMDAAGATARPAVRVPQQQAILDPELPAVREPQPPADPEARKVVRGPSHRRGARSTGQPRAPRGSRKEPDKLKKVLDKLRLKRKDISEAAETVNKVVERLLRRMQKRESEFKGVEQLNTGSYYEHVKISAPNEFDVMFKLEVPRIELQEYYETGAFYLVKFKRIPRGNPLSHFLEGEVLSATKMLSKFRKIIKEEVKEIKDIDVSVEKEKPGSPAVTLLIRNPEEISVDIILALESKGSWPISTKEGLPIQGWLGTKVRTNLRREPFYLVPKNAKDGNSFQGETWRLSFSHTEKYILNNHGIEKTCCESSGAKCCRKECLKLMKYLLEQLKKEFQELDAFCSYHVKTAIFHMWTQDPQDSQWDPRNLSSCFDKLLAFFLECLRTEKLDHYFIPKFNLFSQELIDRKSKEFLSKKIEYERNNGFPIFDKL
# * marks the source's active call; other numbers are inactive results; & = joins results of further samples. This is a subset; rates above refer to the full screens.
Compound,mcGAS RapidFire
C=CCNc1ccccc1C(=O)N(Cc1ccc2c(c1)OCO2)C1CC1,-10.4
CCCCC(=O)Nc1c(C)nc2ccccn2c1=O,-12.7
CC(=O)Nc1ccc(C)c(NCC(=O)Nc2ccccc2OC(F)F)c1,-25.5
C=C(C)Cn1c(=O)c2c(nc3n(-c4ccc(F)cc4)c(C)cn23)n(C)c1=O,-12.4
Cc1cnc2n(c1=O)C(CC(=O)Nc1cccnc1)CS2 (centres undefined),-0.5
Cc1cc(NC(=O)COCc2cc(-c3ccco3)on2)no1,-7.8
C1CC(CN2CCNCC2)C1,-9.8
O=[N+]([O-])c1cc(S(=O)(=O)C(F)(F)F)ccc1Nc1ccc2c(c1)OCO2,3.1
O=C(c1cn(C2CCCCC2)nn1)N1CCOCC1,-6.4
c1ccc(-c2ncn(CCc3cnc[nH]3)c2-c2ncc[nH]2)cc1,-8.8
Cc1nc(C(C)C)ncc1C(=O)N(C)Cc1cc(C(C)(C)C)n[nH]1,-5.3
CC1(C(=O)NS(=O)(=O)c2cccc(F)c2)CCN1C(=O)CCc1cccs1 (centres undefined),-3.7
O=c1[nH]c(/C=C/c2cccc(Cl)c2Cl)nc2c1CN(Cc1ccccc1)CC2,0.8
Cc1c(C)n2c3c(=O)[nH]c(=O)n(C)c3nc2n1CCCN1CCN(c2ccc(F)cc2)CC1,-10.4
Cc1cc(C(=O)C(C)N2CCNC(=O)C2)c(C)n1-c1ccc(Cl)cc1 (centres undefined),-18.6
CNc1cncc(-c2cccc(NS(C)(=O)=O)c2)n1,-5.2
OC(CNc1ncc(Br)cn1)COc1cccc(Cl)c1Cl (centres undefined),-2.8
O=C(CCC1CCN(C(=O)CC2CCC(=O)N2)CC1)NCc1cccc(Cl)c1 (centres undefined),-5.1
Cc1nnc(N2CCC(COc3ccccn3)CC2)c(C#N)c1C,-2.8
Cc1ccc(C(N)=NOC(=O)N2c3ccccc3Sc3ccccc32)cc1,-40.4
Cc1ccc(-n2c(C)cc(P(=O)(N3CCOCC3)N3CCOCC3)c2C)cc1,14.8
Cc1cc(C)c(CNC(=O)c2ccccc2Oc2cccc(Br)c2)c(=O)[nH]1,-6.0
CN(Cc1noc2c1CCCC2)S(=O)(=O)NCc1ccccc1,-36.6
COCCN1CCN(C(=O)C2CCC(=O)N(CCc3cccc(F)c3)C2)CC1 (centres undefined),-5.5
CCc1nccn1CCC(=O)N1CC[C@@H](c2ccc3c(c2)OCO3)[C@H](O)C1,-7.5
Clc1ccc(OCC2CCCNC2)c2ccccc12 (centres undefined),-12.7
CCc1ocnc1C(=O)N1CCOC(CCCC(C)C)C1 (centres undefined),-1.3
Cc1ccc(-n2ncc3c(=O)n(NC(=O)COc4ccc(Cl)cc4)cnc32)cc1C,-1.7
COc1ccc(C(=O)N2CCOCC3(CN(Cc4ccoc4)CCO3)C2)cc1 (centres undefined),-12.0
COc1ccccc1OCC(O)CO (centres undefined),0.3
CC(=NNC(=S)NC1CCCCC1)c1cccs1,-1.0
CC(Sc1nc(N)cc(N)c1C#N)c1ccccc1Cl (centres undefined),-0.3
C(=Nn1c(-c2ccccc2)csc1=NCCc1ccccc1)c1ccccn1,-31.1
Cc1ccc(CNC2CC(C)(C)Cc3nc(C(C)(C)C)ncc32)o1 (centres undefined),-4.9
CN(Cc1cc(-c2ccccc2)on1)C(=O)CCC(=O)NC1CCCC1,-17.9
COc1ccc(O)c(C=NNC(N)=S)c1,-6.4
CCCCC12CN3CC(C)(CN(C1)C3c1ccco1)C2=O (centres undefined),-0.3
CC1=C(C)C(NNC(=O)c2cc3ccccc3[nH]2)N(Cc2ccc(F)cc2)C1=O (centres undefined),-1.6
Cc1ccc(S(=O)(=O)NC(=O)C2(C)CCN2C(=O)Cc2ccc(-c3ccccc3)cc2)cc1 (centres undefined),-1.1
COCCN1CC(C(=O)NCCCN2CCCc3ccccc32)CCC1=O (centres undefined),-1.5
Cc1cc(NCC2CCS(=O)(=O)C2)nc(-c2cccnc2)n1 (centres undefined),-4.1
Cc1cc(NC(=O)[C@H](C)NC(=O)c2ccco2)ccc1Br,-2.9
Nc1nnc(Sc2ncc([N+](=O)[O-])s2)s1,67.2*
COc1ccc(NC(=O)C2Cc3ccccc3CN2C(=O)c2ccccc2)cn1 (centres undefined),-0.9
N#CC1(NC(=O)c2cc(I)c[nH]2)CC1,-7.4
CCn1ccnc1CN1CCN(CCn2ccccc2=O)CC1,-10.7
COc1ccc(OC)c(C(=O)NC(C#N)c2ccccc2C)c1 (centres undefined),-1.9
COc1ccc(C2(C)NC(=O)N(NC(=O)CCl)C2=O)cc1 (centres undefined),-3.4
COc1ccccc1OCC1CN(C(=O)c2cccc(C#N)c2)CCO1 (centres undefined),-5.5
Cc1noc(C)c1C(=O)NC1CC1c1ccc(F)cc1 (centres undefined),-5.0

# Retrieved by compound from the entries so far:
Compound,mcGAS RapidFire
Cc1ccc(S(=O)(=O)NC(=O)C2(C)CCN2C(=O)Cc2ccc(-c3ccccc3)cc2)cc1 (centres undefined),-1.1
COc1ccc(C(=O)N2CCOCC3(CN(Cc4ccoc4)CCO3)C2)cc1 (centres undefined),-12.0

# Records listed above marked active in mcGAS RapidFire:
Compound,mcGAS RapidFire
Nc1nnc(Sc2ncc([N+](=O)[O-])s2)s1,67.2*

# Additional compounds
Compound,mcGAS RapidFire
CCCCc1nc(N2CCCNCC2)c2c(-c3ccccc3)noc2n1,-2.8
CCN(CC)S(=O)(=O)c1ccc(NC(=O)COc2ccc(Br)cc2Cl)cc1,9.9
CC(=O)N1CCc2cc(S(=O)(=O)NCc3ccc(C)c(F)c3)ccc21,-4.6
CC(=O)Nc1ccc(C(=O)N(C)C(C)Cc2cc(C)ccn2)cn1 (centres undefined),-7.0
C=CCNC(=O)NC(=O)COC(=O)C1CC2CCCC(C1)C21SCCS1 (centres undefined),16.4
CO/N=C(\C(=O)NC1C(=O)N2C(C(=O)OC(C)OC(C)=O)=C(COC(N)=O)CSC12)c1ccco1 (centres undefined),-5.8
CC(c1ccc2c(c1)OCCO2)N(C)Cc1cn(C)nc1-c1ccccc1F (centres undefined),-11.1
Cc1ccn(CCCOc2ccccc2)c(=O)c1,-2.9
CCCCCOC(=O)C1=C(C)N(C)C(=O)NC1c1ccc(Cl)cc1 (centres undefined),-11.5
O=C(COC(=O)Cc1coc2ccc3ccccc3c12)Nc1c(F)cccc1F,-3.7
COc1cccc(-c2nc(-c3cn[nH]c3C)[nH]c2-c2cccc(OC)c2)c1,-5.2
CC(NC(=O)c1ccc([N+](=O)[O-])o1)C(=O)O (centres undefined),4.8
Cc1ccc(NC(=O)CSc2ccc(-c3sc(-c4cccnc4)nc3C)nn2)c(C)c1,-26.9
CN(C)/C=C(\C(=O)c1ccc(Cl)c(Cl)c1)c1nnnn1-c1ccccc1,-2.9
Cn1c2c(c(=O)n(C)c1=O)CN(CCN1CCOCC1)CN2,-19.3
CCOc1ccccc1-n1c(=O)[nH]c2c(C(N)=O)ncnc21,-7.2
Cc1cc(C)c(S(=O)(=O)NCc2ccco2)cc1C,-3.5
Cc1cc(C)nc(NN=C2c3ccccc3-c3ccccc32)n1,-13.8
CCOC(=O)c1sc2ncn(CC(=O)c3ccc(C)cc3C)c(=O)c2c1C,-8.4
Cc1cc(C)n(CC2(CNc3ccnc(C(=O)NC4CC4)c3)CC2)n1,-4.0
CN1CCN(C(CN)c2ccc3c(c2)CCN3C)CC1 (centres undefined),-31.8
Cc1cc(NC(=O)Nc2cccc(COCC(F)(F)C(F)F)c2)no1,-15.5
O=C(Cn1c(CO)cnc1SCc1cccc(C(F)(F)F)c1)NCc1ccccc1,-12.5
O=C(CN1C(=O)NC2(CCCC2)C1=O)NCc1ccco1,-7.3
COc1cc(S(=O)(=O)N2CCC(C)CC2)ccc1NC(C)=O,-2.9
Cc1ccc2nc(C3CCCN(c4nc(C)nc5c4CCNC5)C3)[nH]c2c1 (centres undefined),-2.1
CC1CCC(N2C(=O)C(O)=C(C(=O)C3CC3)C2c2ccc(C(=O)O)cc2)CC1 (centres undefined),5.9
O=C(c1cccc(SC(F)F)c1)N1CCC(c2ccccc2)CC1,0.0
COc1cc(/C=C/C(=O)O)cc(OC)c1OC,5.2
Cc1nn(C)c(C)c1CN(C(=O)CC1C=CCC1)C1CC1 (centres undefined),-18.7
Cn1nccc1C(=O)NCCN1C(=O)OC(C)(C)C1(C)O (centres undefined),-6.9
COc1cc(OC)cc(C(=O)NCCSCc2cccs2)c1,-13.5
Nc1nc(Cl)cc(N2CCOc3ccccc3C2)n1,3.7
C=CCN(Cc1ccccc1OCC)C(=O)c1c(C)nc2ncccn12,-4.4
COc1ccc(-c2noc(CN3CCc4c(Cl)cccc4C3)n2)c(OC)c1OC,-2.4
Cc1nc(SCc2nc3ccccc3s2)c2ccccc2n1,2.6
CCCn1c(SCc2cc3c(cc2Br)OCO3)n[nH]c1=O,-3.2
Cc1nc(CSCC(=O)NCC(C)N2CCc3sccc3C2)cs1 (centres undefined),7.1
N#Cc1cccc(S(=O)(=O)NCCc2ccccn2)c1,6.3
CC(C)Cc1nc(CCn2c(=O)[nH]c3ccccc32)n[nH]1,-8.8
O=S(=O)(Nc1ccccc1F)c1cccc2nonc12,2.6
COc1cccc(C2=N/C(=C\C=C\c3ccccc3)C(=O)O2)c1,-9.6
Clc1nnc(Cc2cccnc2)c2ccccc12,16.3
CNc1ccccc1C(=O)N1CCN(c2ccc3nnc(-c4ccco4)n3n2)CC1,2.8
CCC1C=CCN1C(=O)c1cnc(N2CCOCC2)nc1 (centres undefined),-4.1
CN1CCN(C(=O)C2(c3ccccc3F)CC2)CC1C(=O)O (centres undefined),9.9
Cc1oc(-c2ccccc2)nc1CN(C)CC(=O)Nc1ccc(F)cc1,-7.1
CCCCOc1ccc(-c2nc(C=Nc3nnc(CC)s3)c(O)o2)cc1,-12.3
O=C1Nc2ccc(Br)cc2C1=NN=C1CC(c2ccccc2)N=N1 (centres undefined),0.6
O=C(c1cccc(S(=O)(=O)Nc2ccc3c(c2)OCO3)c1)N1CCCC2CCCCC21 (centres undefined),0.7

# (further entries)
SMILES	mcGAS RapidFire
CCCCn1c(N)c(N(CCC(C)C)C(=O)C2CCCO2)c(=O)[nH]c1=O (centres undefined)	18.8
CCC(=O)Nc1ccccc1C(=O)C(=O)N1CCC2(CCOCC2)CC1	-1.5
O=C(NCc1ccc(-c2ccccc2)cc1)c1ccccc1N1CCC(NC(=O)C2CCCCC2)CC1	-4.0
O=C(NCc1cccs1)NCc1nnnn1C1CCCCC1	12.3
O=C(c1ccc(Oc2ccc(Cl)cc2)c(F)c1)N1CCC(O)CC1	-9.6
CC(=O)NC(Cc1ccccc1F)C(=O)N1CCOC(c2ccccc2)C1 (centres undefined)	-2.9
CCC1(O)CC(OC2CC(N(C)C)C(OC3CC(O)C(OC4CCC(=O)C(C)O4)C(C)O3)C(C)O2)c2c(cc3c(c2O)C(=O)c2c(O)cccc2C3=O)C1C(=O)OC (centres undefined)	96.6*
O=C(CCCn1cccn1)NCC1(c2cccc(Br)c2)CCCCC1	-5.4
CCCS(=O)(=O)Nc1ccc(-n2c(C)nc3ccccc3c2=O)cc1C	2.8
Cc1nc(C)c(C(=O)N2C[C@H](N)C[C@H]2C(=O)NC(C)C)s1	-7.8
CC(C)c1nc(CCNC(=O)c2ccc(C3CCNC3)cc2)cs1 (centres undefined)	8.8
COc1ccccc1CN(Cc1cn[nH]c1-c1ccc(F)cc1)C1CC1	-22.1
COc1cc2nc(CN3CCN(Cc4ccc(C(C)C)cc4)CC3)[nH]c(=O)c2cc1OC	-4.3
O=C(c1ncn[nH]1)N(Cc1cccc(Cl)c1)C1CC1	-15.3
O=C(c1ccc(OC2CCN(Cc3ccccn3)CC2)cc1)N1CCN(C2CCCC2)CC1	-6.6
O=C(CSc1nc2[nH]ncc2c(=O)[nH]1)Nc1ccc2c(c1)OCO2	-5.1
O=C(/C=C/c1cccc([N+](=O)[O-])c1)Nc1nc2ccccc2s1	-6.1
O=C(C=Cc1ccc([N+](=O)[O-])cc1)c1ccc(I)cc1	4.0
CC(c1ccncn1)N(C)C(=O)c1cn(-c2ccccc2)nn1 (centres undefined)	-14.3
N#CC(=Cc1ccc2c(c1)OCCO2)c1nnc2n1CCCCC2	-10.6

# Sorted by count of non-hydrogen atoms (largest number first): three of the compounds above.
SMILES	mcGAS RapidFire
CC(c1ccc2c(c1)OCCO2)N(C)Cc1cn(C)nc1-c1ccccc1F (centres undefined)	-11.1
Cc1nc(C)c(C(=O)N2C[C@H](N)C[C@H]2C(=O)NC(C)C)s1	-7.8
N#Cc1cccc(S(=O)(=O)NCCc2ccccn2)c1	6.3

# Continuation.
SMILES	mcGAS RapidFire
CC(NS(=O)(=O)c1ccc(Cl)c(C(F)(F)F)c1)C1CC2CCC1C2 (centres undefined)	11.1
CCCNC(=O)C1(C)CCN(Cc2cccc3c2OCO3)C1 (centres undefined)	1.0
N#Cc1ccc(-c2nc(CCl)co2)cc1	-15.2
CC(C)NC(=O)c1ccc(-c2ccc([N+](=O)[O-])cc2)o1	-17.1
Cc1ccc(NC(=O)CN2CCN(C(=O)CCc3ccc4c(c3)OCO4)CC2)cc1	-5.9
CCOC(=O)c1c(NC(=O)c2ccc(Cl)cc2Cl)sc(C(=O)Nc2ccccc2C)c1C	-8.5
Cc1c(-c2ccccc2F)[nH]c2ccc(CNC(=O)CCN3CCCO3)cc12	-3.6
CN(Cc1ccccc1Cl)S(=O)(=O)c1cnc2c(c1)c(=O)n(C)c(=O)n2C	-12.3
COc1ccccc1CCC(=O)Nc1ccc2c(c1)CN(C1CCCC1)CC2	-0.4
CCOC(=O)c1c(NC(=O)Cn2cnc(C#N)n2)sc(C)c1CC	1.9
CCOC(=O)C1=C(C)N(CCOC)C(=O)NC1c1ccccc1 (centres undefined)	-3.1
CCCCn1c(=O)c2[nH]c(C34CC5CC(CC3C5)C4)nc2n(CCCO)c1=O	-8.6
COc1ccccc1NC(=O)Cc1noc(CN2CCCN(C(C)=O)CC2)n1	-3.6
CCC1COC(C)(CCC(C)C)N1C(=O)c1cc2c(=O)n3cccc(C)c3nc2s1 (centres undefined)	-12.3&-7.9
CCOc1ccc(-c2ccc(=O)n(Cc3cc(C)ccc3C)n2)cc1	-9.1
